Screens as filed in PubChem.
ssDAF-12 act: S. stercoralis DAF-12 activation, primary screen. HEK293 ssDAF-12/GRIP1 lit1-tk-luc reporter, luminescence; % of 3 µM dafachronic acid response. activation, % at 6.8 µM. actives 1% (n = 370,000);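 active = activation above the mean over all tested compounds plus 3 SD, cut at about 0.9% in these data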;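 also: 0% = DMSO-only wells and 100% = 3 µM delta7-dafachronic acid wells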
GC-B act: GC-B (human) receptor activation; HEK293-GC-B cells, CNP EC30, cGMP TR-FRET; 0% at EC30 CNP, 100% saturating CNP; AID 1920062; actives 0.11% (n = 370,000); activation, % at 10 µM; P20594;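 active = activation at 10 µM reaching about 35% in either raw or pattern-adjusted values, limit read from the data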
ADAM10 inh: inhibits human ADAM10 | O14672 | AID 720582 | actives 0.62% (n = 370,000) | inhibition, % at 7 µM | recombinant ADAM10, EDANS/DABCYL FRET peptide cleavage, 3 h;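 active = inhibition above a per-campaign cutoff equal to the mean of compounds falling between control-based bounds plus 3 SD, cut at about 20% in these data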;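 also: 0% = DMSO wells while the 100% control is not disclosed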
Target sequence (O14672 214-748 limits assumed): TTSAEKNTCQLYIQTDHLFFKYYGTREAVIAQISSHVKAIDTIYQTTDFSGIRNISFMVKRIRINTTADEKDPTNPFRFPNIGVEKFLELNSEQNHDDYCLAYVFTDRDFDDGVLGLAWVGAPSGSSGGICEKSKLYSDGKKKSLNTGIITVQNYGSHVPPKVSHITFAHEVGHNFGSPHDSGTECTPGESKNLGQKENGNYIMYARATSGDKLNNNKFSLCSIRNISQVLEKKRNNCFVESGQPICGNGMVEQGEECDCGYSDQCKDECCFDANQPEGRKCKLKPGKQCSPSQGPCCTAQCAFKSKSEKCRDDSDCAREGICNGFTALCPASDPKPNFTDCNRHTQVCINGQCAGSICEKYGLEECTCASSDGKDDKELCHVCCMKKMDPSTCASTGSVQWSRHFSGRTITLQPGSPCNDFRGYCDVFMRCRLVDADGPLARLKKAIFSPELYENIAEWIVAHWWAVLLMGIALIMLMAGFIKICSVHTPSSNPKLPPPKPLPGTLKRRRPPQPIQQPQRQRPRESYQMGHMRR
GC-A act: GC-A (human) enzyme activation | P16066 | HEK293 GC-A cells, cGMP TR-FRET, EC30 ANP; 0% at EC30 ANP, 100% saturating ANP | activation, % at 10 µM | actives 0.14% (n = 370,000) | AID 1671463; in the data active = activation above about 40%
SMARCA2 activ: increases SMARCA2 function in MMTV reporter cells; MG213 cells, MMTV-luciferase reporter, dexamethasone, overnight; activation, % at 9.1 µM; actives 1% (n = 370,000); AID 652017; in the data active = activation above about 7.8%;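 also: 0% = vehicle wells and 100% = reference activator wells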
GAA850 FXN act: activators of GAA850 frataxin (FXN) promoter. actives 0.56% (n = 360,000). activation, % at 6 µM. AID 540364. HEK293 lucGAA850 FXN promoter luciferase reporter, 24 h; percent of 10 µM SAHA response;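 active = activation above the average of all compounds screened plus 3 SD, cutoff fixed separately per campaign, cut at about 7.5% in these data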;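 also: 0% = DMSO wells and 100% = 10 µM SAHA wells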
hcDAF12 agonist: activates DAF-12 receptor from parasite H. contortus | HEK293 hcDAF-12 lit1-tk-luc reporter, luminescence; 0% DMSO, 100% Δ7-dafachronic acid | activation, % at 6.8 µM | actives 1.4% (n = 370,000);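 active = activation above the mean of all tested compounds plus 3 SD, cut at about 5.5% in these data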;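 also: 100% = response to 3 µM Δ7-dafachronic acid high control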
DAX1 inh-1: NR0B1 (DAX1) inhibition. HEK293 Gal4-DAX1 luciferase reporter, luminescence. inhibition, % at 6.75 µM. actives 0.99% (n = 340,000). AID 504766;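 active = inhibition above the mean over all tested compounds plus 3 SD, cut at about 4.2% in these data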;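 also: 0% = DAX1-transfected cells with DMSO and 100% = empty-vector control cells with DMSO; inhibition shows as a rise in luminescence from relieved DAX1 repression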
Target sequence (P51843 207-470 limits assumed): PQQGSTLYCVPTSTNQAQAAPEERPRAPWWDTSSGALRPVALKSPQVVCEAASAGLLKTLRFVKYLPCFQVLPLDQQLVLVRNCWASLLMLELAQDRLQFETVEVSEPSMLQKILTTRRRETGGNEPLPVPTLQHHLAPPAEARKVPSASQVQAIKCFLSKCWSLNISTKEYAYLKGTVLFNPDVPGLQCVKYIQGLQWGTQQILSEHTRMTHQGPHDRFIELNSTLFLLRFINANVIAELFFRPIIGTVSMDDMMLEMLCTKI
DAX1 inh-2: blocks DAX1 repression of SF-1 activated StAR promoter. HEK293T StAR-luciferase reporter, SF-1/DAX-1 repression relief. inhibition, % at 6.8 µM. actives 1.1% (n = 370,000). AID 652010;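 active = inhibition above the mean over all tested compounds plus 3 SD, cut at about 3.6% in these data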;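 also: 0% = DAX-1 cells with DMSO and 100% = cells lacking DAX-1 with DMSO; higher inhibition means more luminescence from relief of DAX-1 repression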
sPLA2-III inh: Blocks human group III sPLA2 activity | QFRET BODIPY PC-A2 liposome hydrolysis, fluorescence | inhibition, % at 12.2 µM | actives 0.56% (n = 370,000);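 active = inhibition above mean plus 3 SD of compounds lying within the high and low control bounds, cut at about 19% in these data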;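 also: 0% = median of test compound wells and 100% = no enzyme DMSO wells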
hgDAF12 agonist: hgDAF-12 agonism, primary luciferase screen; HEK293 GAL4-hgDAF12 UAS-luciferase reporter, agonist luminescence; normalized to butyrate control; actives 1.8% (n = 370,000); activation, % at 6.8 µM;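 active = activation above a cutoff set at the mean of all screened compounds plus 3 SD, cut at about 10% in these data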;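 also: 0% = DMSO wells and 100% = sodium butyrate wells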
Starred values were filed as active, the others as inactive; & = joins results of further samples.

For COC(=O)[C@@]1(Cc2ccccc2)[C@H]2C(=O)N(Cc3ccccc3)C(=O)[C@H]2[C@H]2CN=C(SCc3ccc(C#N)cc3)N21 the results were ssDAF-12 act -1.5, GC-B act 2, ADAM10 inh 16, GC-A act 3, SMARCA2 activ -2, GAA850 FXN act 7.4, hcDAF12 agonist -0.5, DAX1 inh-1 -2.3, DAX1 inh-2 -1.4, sPLA2-III inh -14 and hgDAF12 agonist -4.8.
For O=C(Nc1nc2ccccc2s1)C1CCCN1S(=O)(=O)c1ccc(Cl)cc1 (centres undefined) the results were ssDAF-12 act -1.4, GC-B act -3, ADAM10 inh 30*, GC-A act 1, SMARCA2 activ -4, GAA850 FXN act -2.1, hcDAF12 agonist -1.9, DAX1 inh-1 -0.5, DAX1 inh-2 -0.1, sPLA2-III inh -55 and hgDAF12 agonist 1.9.
Screening COc1ccc(-c2n[nH]c(=S)nc2-c2ccc(OC)cc2)cc1 returned ssDAF-12 act 0.1, GC-B act -8, ADAM10 inh -7, GC-A act -5, SMARCA2 activ -3, GAA850 FXN act 2.1, hcDAF12 agonist 2.2, DAX1 inh-1 0.8, DAX1 inh-2 0.0, sPLA2-III inh 19* and hgDAF12 agonist -0.2.
For Cc1ccccc1CC(=O)N1CCCC(CNC(=O)c2ccc(F)cc2)C1 (centres undefined) the results were ssDAF-12 act -1.6, GC-B act 1, ADAM10 inh -3, GC-A act -3, SMARCA2 activ -1, GAA850 FXN act 0.2, hcDAF12 agonist -0.2, DAX1 inh-1 1.5, DAX1 inh-2 -2.7, sPLA2-III inh 9 and hgDAF12 agonist -1.4.
`Cc1ccc(NC(=O)COC(=O)CNC(=O)c2cccc([N+](=O)[O-])c2)cc1S(=O)(=O)N1CCCCCC1` gave ssDAF-12 act -1.3, GC-B act -1, ADAM10 inh 5, GC-A act 0, SMARCA2 activ -3, GAA850 FXN act 0.0, hcDAF12 agonist 0.1, DAX1 inh-1 -0.1, DAX1 inh-2 0.1, sPLA2-III inh -6 and hgDAF12 agonist -3.3.
`Cc1cccc(OCC(=O)NCCNC(=O)c2ccccn2)c1` gave ssDAF-12 act -0.8, GC-B act 0, ADAM10 inh -9, GC-A act 3, SMARCA2 activ -2, GAA850 FXN act -1.1, hcDAF12 agonist -0.3, DAX1 inh-1 0.6, DAX1 inh-2 0.2, sPLA2-III inh 11 and hgDAF12 agonist -2.3.
COc1ccc(NC(=O)CSc2nnc(Cc3cccn3C)n2-c2ccc(F)cc2)cc1 was read as ssDAF-12 act -0.9, GC-B act -2, ADAM10 inh -1, GC-A act -5, SMARCA2 activ 0, GAA850 FXN act -1.8, hcDAF12 agonist -1.2, DAX1 inh-1 -1.1, DAX1 inh-2 -0.4, sPLA2-III inh -30 and hgDAF12 agonist -1.9.
For Cc1ccc(S(=O)(=O)N2CCc3c2cc([N+](=O)[O-])cc3[N+](=O)[O-])cc1 the results were ssDAF-12 act -0.5, GC-B act 2, ADAM10 inh -10, GC-A act 0, SMARCA2 activ -3, GAA850 FXN act 3.2, hcDAF12 agonist -1.1, DAX1 inh-1 -1.1, DAX1 inh-2 0.2, sPLA2-III inh 11 and hgDAF12 agonist -1.0.
`COc1ccc(NC(=O)CN(c2cc(C)cc(C)c2)S(=O)(=O)c2c(C)noc2C)cc1OC` gave ssDAF-12 act -1.4, GC-B act -2, ADAM10 inh -2, GC-A act -4, SMARCA2 activ -1, GAA850 FXN act -5.7, hcDAF12 agonist 0.9, DAX1 inh-1 2.3, DAX1 inh-2 -0.2, sPLA2-III inh 0 and hgDAF12 agonist 2.6.
For c1nc2nc3c(c(N4CCOCC4)n2n1)CCCC3 the results were ssDAF-12 act -1.4, GC-B act 2, ADAM10 inh 1, GC-A act 6, SMARCA2 activ 3, GAA850 FXN act 0.3, hcDAF12 agonist -0.7, DAX1 inh-1 0.4, DAX1 inh-2 -0.7, sPLA2-III inh 2 and hgDAF12 agonist 0.7.
Screening Cc1ccc(S(=O)(=O)Nc2cc(Cl)ccc2-n2cncn2)cc1 returned ssDAF-12 act -1.0, GC-B act 1, ADAM10 inh -7, GC-A act 2, SMARCA2 activ -1, GAA850 FXN act 0.8, hcDAF12 agonist -0.2, DAX1 inh-1 0.9, DAX1 inh-2 0.8, sPLA2-III inh -13 and hgDAF12 agonist 3.0.
Screening O=C1c2ccccc2C(c2nnnn2Cc2ccccc2)N1Cc1cccs1 (centres undefined) returned ssDAF-12 act -1.1&-1.8, GC-B act -2&-4, ADAM10 inh -15&-2, GC-A act -3&-5, SMARCA2 activ -2&-4, hcDAF12 agonist -1.1&-0.1, DAX1 inh-2 0.1&3.6, sPLA2-III inh -1&0 and hgDAF12 agonist -4.4&-2.0.
C=CCOC(=O)C1=C(C)NC(SC)=C(C#N)C1c1cccs1 (centres undefined) was read as ssDAF-12 act -1.4, GC-B act -14, ADAM10 inh -4, GC-A act -16, SMARCA2 activ 1, GAA850 FXN act -1.9, hcDAF12 agonist -1.7, DAX1 inh-1 -1.1, DAX1 inh-2 -0.8, sPLA2-III inh -20 and hgDAF12 agonist 1.4.
`COc1ccc2cc(CCOC3CCCCO3)ncc2c1` (centres undefined) gave ssDAF-12 act 0.4, GC-B act 5, ADAM10 inh -38, GC-A act 0, SMARCA2 activ 5, GAA850 FXN act 2.2, hcDAF12 agonist 6.5*, DAX1 inh-1 2.0, DAX1 inh-2 2.0, sPLA2-III inh 1 and hgDAF12 agonist 9.3.
Screening CCOC(=O)C1(CCOc2ccccc2)CCN(Cc2cnc(C)s2)CC1 returned ssDAF-12 act -1.8, GC-B act 4, ADAM10 inh -6, GC-A act -1, SMARCA2 activ -4, GAA850 FXN act 0.1, hcDAF12 agonist -2.8, DAX1 inh-1 -0.9, DAX1 inh-2 -0.8, sPLA2-III inh -4 and hgDAF12 agonist -2.2.
Screening Cn1nc(C(=O)NCCN2CCOCC2)c2ccccc2c1=O returned ssDAF-12 act -0.9, GC-B act -4, ADAM10 inh 1, GC-A act 1, SMARCA2 activ -2, GAA850 FXN act -0.7, hcDAF12 agonist -1.3, DAX1 inh-1 1.3, DAX1 inh-2 -0.9, sPLA2-III inh -3 and hgDAF12 agonist 0.0.
`O=c1nc2n(c3sc4c(c13)CCCC4)C(CBr)CS2` (centres undefined) gave ssDAF-12 act -0.5, GC-B act -3, ADAM10 inh 3, GC-A act -2, SMARCA2 activ 0, GAA850 FXN act 0.3, hcDAF12 agonist -0.8, DAX1 inh-1 2.0, DAX1 inh-2 -0.4, sPLA2-III inh 1 and hgDAF12 agonist -1.0.
For COc1ccc(OC)c(C(=O)CSc2nnc(Cc3cccs3)n2CCc2ccccc2)c1 the results were ssDAF-12 act -1.4, GC-B act -7, ADAM10 inh 7, GC-A act -17, SMARCA2 activ -4, GAA850 FXN act -1.2, hcDAF12 agonist 0.7, DAX1 inh-1 -0.3, DAX1 inh-2 -1.0, sPLA2-III inh -37 and hgDAF12 agonist 0.5.
Screening CC(C)[C@H](NS(=O)(=O)c1cccc(Cl)c1)C(=O)OCC(=O)N1CCN(c2ccccc2)CC1 returned ssDAF-12 act -1.2, GC-B act 3, ADAM10 inh 12, GC-A act -3, SMARCA2 activ -1, GAA850 FXN act -0.5, hcDAF12 agonist -3.2, DAX1 inh-1 -1.2, DAX1 inh-2 -1.8, sPLA2-III inh -12 and hgDAF12 agonist -1.5.
`Cc1cc(NC(=O)c2noc3c2CCCC3)n(-c2ccccc2)n1` gave ssDAF-12 act -0.6, GC-B act 1, ADAM10 inh -8, GC-A act -1, SMARCA2 activ -5, GAA850 FXN act 2.0, hcDAF12 agonist 0.3, DAX1 inh-1 0.6, DAX1 inh-2 -0.1, sPLA2-III inh 3 and hgDAF12 agonist -0.4.
For COc1cccc(CNC(=O)CCC2CCCN(c3cc(C)nc(N)n3)C2)c1 (centres undefined) the results were ssDAF-12 act -1.1, GC-B act 0, ADAM10 inh 3, GC-A act -3, SMARCA2 activ 1, GAA850 FXN act -0.9, hcDAF12 agonist -2.5, DAX1 inh-1 -0.1, DAX1 inh-2 -0.6, sPLA2-III inh -2 and hgDAF12 agonist -1.5.
COc1cc2c(cc1OC)CN(C(=O)CSc1n[nH]c(N)n1)CC2 was read as ssDAF-12 act -1.1, GC-B act 3, ADAM10 inh -100, GC-A act 2, SMARCA2 activ 0, GAA850 FXN act -0.9, hcDAF12 agonist -0.7, DAX1 inh-1 -0.4, DAX1 inh-2 -1.4, sPLA2-III inh 0 and hgDAF12 agonist 1.7.
Screening CCOc1ccccc1N=Cc1c(O)c2ccccc2oc1=O returned ssDAF-12 act -0.4, GC-B act -5, ADAM10 inh 1, GC-A act 3, SMARCA2 activ -1, GAA850 FXN act -2.2, hcDAF12 agonist -1.1, DAX1 inh-1 1.6, DAX1 inh-2 -0.2, sPLA2-III inh -4 and hgDAF12 agonist -2.0.
CCOC(=O)Cn1ncc(-c2ccccc2)c1N was read as ssDAF-12 act -0.6, GC-B act 1, ADAM10 inh -13, GC-A act 4, SMARCA2 activ 2, GAA850 FXN act 6.8, hcDAF12 agonist 2.1, DAX1 inh-1 1.3, DAX1 inh-2 1.1, sPLA2-III inh 8 and hgDAF12 agonist 3.6.
Screening C[C@H](CO)N1C[C@H](C)[C@@H](CN(C)Cc2ccncc2)OCc2cnnn2CCCC1=O returned ssDAF-12 act -1.8, GC-B act -11, ADAM10 inh -1, GC-A act -2, SMARCA2 activ 3, GAA850 FXN act -0.9, hcDAF12 agonist -1.2, DAX1 inh-1 1.4, DAX1 inh-2 0.1, sPLA2-III inh 3 and hgDAF12 agonist -2.8.
`Cc1ccc(-c2cc(C(=O)NN=C3CCCC3)c3ccccc3n2)cc1` gave ssDAF-12 act -0.9, GC-B act 3, ADAM10 inh -25, GC-A act 4, SMARCA2 activ -7, GAA850 FXN act -0.2, hcDAF12 agonist 0.1, DAX1 inh-1 0.4, DAX1 inh-2 -0.6, sPLA2-III inh -5 and hgDAF12 agonist 2.4.
Screening COc1ccc(N2C(=O)C(CC(=O)O)S/C2=N\N=C\c2cccs2)cc1 (centres undefined) returned ssDAF-12 act -1.0, GC-B act 3, ADAM10 inh 1, GC-A act 0, SMARCA2 activ -1, GAA850 FXN act 1.5, hcDAF12 agonist 0.0, DAX1 inh-1 -0.9, DAX1 inh-2 0.1, sPLA2-III inh 0 and hgDAF12 agonist -1.0.
Screening C[C@]12CC[C@@H]3c4ccc(O)cc4CC[C@H]3[C@@H]1CCC2=O returned ssDAF-12 act -1.8, GC-B act 1, ADAM10 inh -11, GC-A act -2, SMARCA2 activ -4, GAA850 FXN act 0.9, hcDAF12 agonist 0.1, DAX1 inh-1 -0.6, DAX1 inh-2 -0.6, sPLA2-III inh 4 and hgDAF12 agonist -1.7.
For COc1ccc(CC(=O)Nc2ccccc2N2CCCC2)cc1 the results were ssDAF-12 act -0.9, GC-B act -3, ADAM10 inh -11, GC-A act 2, SMARCA2 activ 1, GAA850 FXN act 0.1, hcDAF12 agonist 0.7, DAX1 inh-1 0.9, DAX1 inh-2 -0.7, sPLA2-III inh -2 and hgDAF12 agonist 1.2.
